CHRM4 agonist – agonists of human muscarinic M4 receptor (CHRM4). activation, % at 3 µM. P08173. actives 0.14% (n = 360,000). CHO-K1 hM4/Gqi5, Fluo-8 calcium fluorescence; vehicle 0%, full acetylcholine response 100%;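 active means activation above the run mean over all test wells plus 3 SD, cut at about 32% in these data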;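 further: peak over basal fluorescence ratio per well then scaled between controls; 0% = DMSO wells and 100% = acetylcholine at EC100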
CRFBP-R2 agonist – agonists of human CRF-binding protein/CRF-R2 receptor complex. HEK293 CRF-R2/CRF-BP, calcium dye fluorescence (FLIPR); percent of saturating CRF peptide response. activation, % at 13.2 µM. actives 0.46% (n = 350,000). AID 588473;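 active means activation of at least 50%, plus an integration ratio under a set limit after plate pattern correction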;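 further: plate controls were neutral control wells without compound for no effect and CRF at EC100 for full effect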
CHRM5 antagonist – blocks acetylcholine activation of human M5 receptor; actives 0.59% (n = 360,000); P08912; AID 624040; inhibition, % at 3 µM; CHO-hM5 cells, Fluo-8 calcium fluorescence, ACh EC80;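 active means inhibition above a per-plate cutoff, the mean of that plate's test compounds plus 3 SD, cut at about 27% in these data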;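 further: 0% = acetylcholine EC80 with DMSO and 100% = DMSO without agonist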
Target sequence (P08912 whole entry, looked up): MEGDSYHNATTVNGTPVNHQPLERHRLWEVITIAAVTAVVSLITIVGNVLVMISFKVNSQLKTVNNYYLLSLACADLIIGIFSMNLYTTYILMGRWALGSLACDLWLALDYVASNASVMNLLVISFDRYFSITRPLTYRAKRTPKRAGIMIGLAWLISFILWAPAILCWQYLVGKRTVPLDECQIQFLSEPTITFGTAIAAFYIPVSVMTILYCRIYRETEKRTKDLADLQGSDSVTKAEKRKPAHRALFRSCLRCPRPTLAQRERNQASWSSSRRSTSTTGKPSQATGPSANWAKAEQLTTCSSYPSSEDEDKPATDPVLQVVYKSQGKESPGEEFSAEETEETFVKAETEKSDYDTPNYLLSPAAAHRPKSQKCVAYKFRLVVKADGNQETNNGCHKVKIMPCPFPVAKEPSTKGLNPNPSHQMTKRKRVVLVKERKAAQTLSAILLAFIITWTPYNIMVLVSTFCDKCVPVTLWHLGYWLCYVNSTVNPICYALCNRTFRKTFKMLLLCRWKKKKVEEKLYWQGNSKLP
M4 antag – antagonists of human muscarinic M4 receptor (CHRM4) | CHO-hM4 cells, ACh EC80, Fluo-8 calcium fluorescence | inhibition, % at 3 µM | actives 0.73% (n = 360,000) | AID 624125;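 active means inhibition above its plate's cutoff, the mean inhibition of sample wells plus 3 SD, cut at about 27% in these data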;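 further: 0% = acetylcholine EC80 with DMSO and 100% = DMSO without agonist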
CRFR2-BP antag – blocks CRF-induced signaling of the CRF-BP/CRF-R2 complex. HEK293 CRF-R2/CRF-BP, CRF-induced calcium fluorescence. inhibition, % at 11.8 µM. actives 0.59% (n = 350,000);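 active means inhibition of the ligand-induced calcium signal above about 50% at the single tested concentration, limit read from the data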
M1 PAM – positive allosteric modulators of human M1 muscarinic receptor | P11229 | CHO-K1 hM1, Fluo-8 calcium fluorescence, ACh EC20; 0% = ACh EC20, 100% = maximal ACh | activation, % at 3 µM | actives 0.088% (n = 360,000); in the data active means activation above about 19%, passing the limit was not always enough
Target sequence (P11229 whole entry, looked up): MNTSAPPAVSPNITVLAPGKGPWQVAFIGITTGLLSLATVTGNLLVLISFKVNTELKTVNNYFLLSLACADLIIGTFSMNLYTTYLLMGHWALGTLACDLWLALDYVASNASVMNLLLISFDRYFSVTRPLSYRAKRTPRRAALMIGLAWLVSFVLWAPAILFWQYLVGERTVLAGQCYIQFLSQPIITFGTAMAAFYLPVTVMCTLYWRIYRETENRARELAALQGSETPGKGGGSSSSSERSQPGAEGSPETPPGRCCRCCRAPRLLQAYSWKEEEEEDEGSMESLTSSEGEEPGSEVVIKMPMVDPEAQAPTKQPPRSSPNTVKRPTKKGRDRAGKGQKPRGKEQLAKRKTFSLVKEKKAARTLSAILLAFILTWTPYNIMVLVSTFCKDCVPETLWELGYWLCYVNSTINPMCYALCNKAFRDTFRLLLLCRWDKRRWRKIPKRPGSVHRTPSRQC
M5 PAM – potentiates acetylcholine response at human M5 receptor; P08912; CHO-K1 hM5, Fluo-8 calcium, ACh EC20 PAM; 0% = ACh EC20, 100% = ACh EC100; activation, % at 3 µM; actives 0.3% (n = 360,000); AID 624038;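 active means activation above the run cutoff, the mean activation of all test compounds plus 3 SD, cut at about 18% in these data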
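Replicates: One well per compound, no replicates | System: Human M5 receptor in CHO-K1 cells | Benchmarks: Low control EC20 acetylcholine (0%), high control EC100 acetylcholine (100%) | Probe or stimulus: Acetylcholine, EC20 level | Times: Fluo-8 loading 80 min at 37 °C plus 30 min room temperature | Signal: Intracellular calcium via Fluo-8 fluorescence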
CHRM4 PAM – CHRM4 positive allosteric modulation | CHO-K1 hM4/Gqi5, Fluo-8 calcium fluorescence, ACh EC20; 0% = ACh EC20, 100% = maximal ACh | activation, % at 3 µM | actives 0.4% (n = 360,000);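 active means activation above its plate's cutoff, the mean activation of sample wells plus 3 SD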; further: some results filed as inactive read as strong as hits
CHRM5 agonist – CHRM5 agonism in calcium assay; CHO-K1 hM5 cells, Fluo-8 calcium fluorescence; 0% DMSO wells, 100% maximal acetylcholine response; activation, % at 3 µM; actives 0.19% (n = 360,000);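 active means activation above the run's mean over test compounds plus 3 SD, cut at about 23% in these data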;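 further: signal is peak over basal fluorescence ratio across the kinetic read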
The depositor's hits bear a star; nt = no result given; & = joins results of further samples.

SMILES	CHRM4 agonist	CRFBP-R2 agonist	CHRM5 antagonist	M4 antag	CRFR2-BP antag	M1 PAM	M5 PAM	CHRM4 PAM	CHRM5 agonist
CN1CCN(C(=O)C(=O)c2cn(CC(=O)N3CCOCC3)c3ccccc23)CC1	1	-0.7	-5	-10	1	3	-2	2	3
O=C(c1ccccc1)c1ccc(OC(=O)N2CCCC2)cc1	1	-1.9	2	-3	17	7	-2	7	-13
COc1cc2c(cc1OC)C(C(=O)N1CCOCC1)C(c1cccs1)N(C)C2=O (configuration not stated)	1	1.8	3	3	15	2	-2	-4	-1
O=C(Nc1ccc(Cl)cc1)C1CCCN(C2=NS(=O)(=O)c3ccccc32)C1 (configuration not stated)	2	1.2	5	5	-25	7	2	1	-1
O=C1c2ccccc2NC(c2ccccc2Cl)N1N=C1CCCCCC1 (configuration not stated)	5	1.4	11	-2	-6	-2	-13	-5	0
CC(C)(C#N)Cc1cc(CC(C)(C)C#N)cc(C(C)(C)C)c1	-1	-1.5	16	11	-2	-9	-5	-4	-1
CC(=O)c1cccc(Nc2ncnc3ccc(Br)cc23)c1	6	-0.3	3	-9	-5	-4	-11	-2	1
COc1ccc(/C=C2\SC(N3CCCCC3)=NC2=O)cc1	0	-6.3	1	4	11	0	-1	-5	-8
O=C(NNC(=O)c1cc(-c2cccnc2)nc2ccccc12)Nc1ccc(Cl)cc1	22	2.0	38*	30*	-13	-18	-34	-25	6
CCC(C)NC(=O)Cn1cnc([N+](=O)[O-])c1 (configuration not stated)	1	-3.0	4	-7	12	5	0	9	1
CC12CCC(C(=O)NC3CCCCC3)([C@H](Br)C1=O)C2(C)C (some centres not stated)	0	-2.2	-1	-1	8	9	3	2	0
COc1ccc(C)cc1S(=O)(=O)N(CC(=O)N1CCCC1)c1ccccc1	0	0.5	-7	-4	3	16	5	8	4
O=C(NC1CCCc2c1cnn2-c1ccccc1F)c1ccncc1 (configuration not stated)	12	-0.8	8	1	14	-9	-13	-8	8
Cc1ccc(S(=O)(=O)N2C[C@@H](C)[C@]3(C2)[C@H](O)[C@H](OC(=O)NC2CCCC2)C[C@H]2C(=O)N(c4ccccc4)C(=O)[C@H]23)cc1	2	-0.7	-5	-4	-3	1	0	2	-2
COc1ccc(Cn2nnnc2C(C(C)C)N2CCN(c3ccccc3OC)CC2)cc1 (configuration not stated)	4	-0.4	-2	-8	10	-3	-6	-8	-8
CSc1ccc(S(=O)(=O)NCC(=O)OCC(=O)N(Cc2ccccc2)C(C)C)cc1[N+](=O)[O-]	16	0.7	8	4	56*	6	-12	-10	3
CN(C)S(=O)(=O)c1cccc(C(=O)N(Cc2ccc(F)cc2)Cc2ccco2)c1	5	-1.6	8	-2	12	1	-10	-7	0
O=S(=O)(c1cc(Cl)ccc1Cl)N1CCc2ccccc21	-2	-0.9	-12	-22	8	-5	-6	-2	-21
O=C(NCc1ccc(F)cc1)C(C(=O)NCc1ccc(F)cc1)c1ncc(C(F)(F)F)cc1Cl	1	-2.5	8	7	3	7	5	1	-1
O=C1CNC(=O)/C(=C\c2ccc(F)cc2)N1	1	0.4	2	-6	-2	10	-1	4	-3
COc1ccc(C)cc1NC(=O)C(=O)NNC(=O)COc1ccc(Cl)cc1	-1	-1.6	7	-2	11	-1	1	5	-6
Cc1cccc(NC(=O)CSc2ncnc3nc[nH]c23)c1	2	-0.6	0	-3	-7	10	-4	6	-1
CC(C)OC(=O)/C(C#N)=C\c1cccnc1	0	-2.0	4	4	13	-1	4	-4	1
O=C1CN(C(=O)N[C@@H](Cc2ccccc2)C(=O)N[C@@H](Cc2ccccc2)C(=O)O)c2ccccc2N1	0	-1.7	4	-3	-3	2	4	3	1
COCCCNC(=S)N(CCO)Cc1cc2cc3c(cc2[nH]c1=O)OCCO3	0	2.8	11	1	-20	10	2	-3	-3
CSc1ccccc1NC(=O)CN1CCN(Cc2ccccc2)CC1	6	nt	1	4	nt	-4	-3	-8	-11
CCOC(=O)CNc1c(-c2ccc(Cl)cc2)nc2cnccn12	2	-0.3	0	-10	-9	3	-3	0	-6
Cc1cn(CC(C)C)c(=O)n(-c2ccccc2)c1=O	1	-0.3	17	-1	-3	4	5	3	-2
Cc1cc(NC(=O)Cn2cnc3c(cnn3C(C)(C)C)c2=O)no1	1	0.8	-2	6	-37	5	-6	-1	2
COC(=O)C1=CN(Cc2ccc(OC)cc2)C=C(C(=O)OC)C1c1ccsc1	-2	5.4	11	4	41	7	-3	9	-5
C[C@@H]1CN(S(=O)C(C)(C)C)[C@H](CCO)/C1=C\CCO (some centres not stated)	-1	0.6	-1	1	2	1	4	0	1
CN(C(=O)COC(=O)c1cc([N+](=O)[O-])ccc1N1CCOCC1)C1CCCCC1	2	-0.1	-1	-11	2	3	1	1	1
CC(OC(=O)c1ccc(-n2cnnn2)cc1)C(=O)Nc1ccccc1F (configuration not stated)	1	20	11	-7	17	1	-9	-1	-1
COc1ccc(C2(c3ccc(OC)cc3)NC(=O)N(CC(=O)Nc3cc(C)ccc3OC)C2=O)cc1	8	0.7	10	4	3	8	-4	-1	1
COc1ccc2c(c1)CCc1sc(NC(=O)c3ccc(C)cc3)nc1-2	-3	-4.2	-12	-3	33	5	4	19	3
COc1ccc(OC)c(NC(=O)C2CCC(CNc3c(N4CCOCC4)c(=O)c3=O)CC2)c1 (configuration not stated)	1	-1.5	2	-1	11	17	2	-4	4
COC(=O)C1=C(N)Oc2cc(C)n(Cc3cccnc3)c(=O)c2C1c1ccc(OC)c(OC)c1 (configuration not stated)	2	-1.6	-3	-13	5	-6	-8	0	-2
CCN(c1cccc(C)c1)S(=O)(=O)c1nnc(NC(=O)c2ccco2)s1	1	3.9	-5	-7	5	4	3	-4	-1
S=C(Nc1ccccc1)Nc1nccs1	14	-0.2	6	0	5	-9	-6	-12	3
CCOC(=O)c1nc2sc(C)c(C)c2c(=O)[nH]1	3	-1.7	-3	-10	-19	9	0	12	3
O=C(COC(=O)c1cc(S(=O)(=O)N2CCOCC2)ccc1F)Nc1ccc2c(c1)OCO2	1	-1.8	22	6	14	-15	-5	-1	-2
CN(C(=O)c1ccccc1)c1ccccc1C(=O)NCCc1ccccc1	1	0.2	4	4	5	6	1	-1	-1
O=C(O)c1ccc(CN2CCCCC2)o1	0	-0.4	13	-3	6	16	-7	4	2
CC(C)C(OC(=O)c1ccco1)C(=O)NCc1ccccc1 (configuration not stated)	0	-3.7	2	-2	-17	5	-2	6	-3
NC(=O)c1[nH]cnc1N	0&1	-0.3&1.6	3&0	-1&2	11&-1	-2&6	-3&-4	0&-2	1&-2
O=C1c2sc3nc4c(c(=O)n3c2C(=O)N1c1ccccc1)CCC4	1	3.9	-8	-5	1	11	11	1	3
CCN1CCN(C(=O)CCN2C(=O)c3ccccc3C2=O)CC1	0	-1.1	1	3	-7	4	5	-2	-3
C[C@@H]1CN([C@H](C)CO)C(=O)CCCn2nncc2CO[C@H]1CN(C)C(=O)C1CC1	0	4.1	13	4	-23	-6	-5	-1	1
CCn1ncc([N+](=O)[O-])c1C(=O)NC1CCCCC1	2	6.2	-4	-7	-6	6	5	-1	-2
Cc1ccccc1CC(=O)N1CCN(C(=O)c2ccco2)CC1	2	0.0	11	1	-6	2	2	1	-2
CCN(CC)C(=O)COc1ccc2oc(-c3ccco3)cc(=O)c2c1	1	0.7	3	10	5	3	-4	-3	0
O=C(CN1C(=O)CCSc2ccc(S(=O)(=O)N3CCCC3)cc21)Nc1ccccc1Cl	2	-3.4	1	-8	7	2	9	3	-2
CCN(CC)S(=O)(=O)c1ccc2oc(C(=O)N3CCOCC3)c(C)c2c1	1	-0.3	1	10	5	10	-1	1	2
CC(C)C1C(c2ccccc2)NC(c2ccccc2)CC1(O)c1ccc(F)cc1 (configuration not stated)	2	4.4	13	7	-12	2	-4	-13	-4
CCN(CC)CCNC(=O)c1ccc(NC(=O)c2cccc(S(=O)(=O)N3c4ccccc4CC3C)c2)cc1 (configuration not stated)	1	-0.8	98*	97*	-4	-23	-15	-16	-8
NCCCC[C@H]1CNC(=S)N1CC1CCCCC1	2	-1.2	10	6	-3	4	2	1	-6
COc1ccc2cc(C(=O)N3CCN(C)CC3)[nH]c2c1	11	-1.4	2	0	21	8	-5	-11	-1
CCOc1ccc(-n2nnnc2SCC(=O)Nc2cccc(O)c2)cc1	8	-0.8	9	-5	13	3	-5	-1	-2
COc1cccc(NC(=O)C2(C)CCN2C(=O)CC2CC2)c1 (configuration not stated)	1	nt	-12	-21	nt	0	6	14	-1
CCOc1ccccc1N(CC(=O)NCCc1ccc(OC)cc1)S(=O)(=O)c1ccc(C)cc1	0	0.0	2	-2	-15	-1	1	-3	-1

Additional results:
SMILES	CHRM4 agonist	CRFBP-R2 agonist	CHRM5 antagonist	M4 antag	CRFR2-BP antag	M1 PAM	M5 PAM	CHRM4 PAM	CHRM5 agonist
CCCNc1[nH]c(=O)n(C)c(=O)c1N=O	0	-3.1	-6	4	-3	8	6	-5	0
COc1cccc(CNC(=O)N[C@@H](C)C(=O)O)c1	0	1.2	6	-1	-4	5	-9	-8	0
O=c1c2ccc([N+](=O)[O-])cc2ncn1CCOc1cccc(Br)c1	10	0.8	20	1	-2	-8	-10	-10	4
CCCN=C(C)C1=C(O)c2ccccc2C1=O	2	-2.0	-13	-2	2	9	8	-4	-5
Cc1c(C(=O)N/N=C/c2ccccc2)[nH]c2c([N+](=O)[O-])cccc12	1	1.7	5	-3	-13	7	1	-2	3
Cc1cccc(N2C(=O)CC(NNc3nc4ccccc4s3)C2=O)c1 (configuration not stated)	8	0.1	-4	-9	-19	-2	-3	-1	2
CC(C)Cn1c(-c2csc3ccccc23)n[nH]c1=S	-2	-11	0	-20	35	-3	-15	-1	-6
CCOC(=O)C1=C(C)NC(=O)NC1c1cc(C)sc1C (configuration not stated)	0	-1.3	-2	6	-31	8	-1	-2	-1
CCCNC(=O)c1onc(CSc2ccc(Cl)cc2)c1C(=O)NC(C)C	-1	0.0	7	-8	2	7	-3	6	3
CC1=NN(c2ccccc2)C(=O)/C1=C/c1cccs1	2	-1.4	-12	-10	-2	19	5	1	3
CCN1C(=O)C(CC(=O)NCc2ccc(Cl)cc2)N(CC)C1=O (configuration not stated)	1	-0.2	-1	-2	-1	5	-4	-1	-1
C/C(=N\NC(=O)c1cc(-c2cccc(OC(C)C)c2)nc2ccccc12)c1cccnc1	7	-0.1	2	-4	2	-4	-4	-3	2

Retrieved by structure from above, 5 records:
SMILES	CHRM4 agonist	CRFBP-R2 agonist	CHRM5 antagonist	M4 antag	CRFR2-BP antag	M1 PAM	M5 PAM	CHRM4 PAM	CHRM5 agonist
Cc1c(C(=O)N/N=C/c2ccccc2)[nH]c2c([N+](=O)[O-])cccc12	1	1.7	5	-3	-13	7	1	-2	3
CCCNC(=O)c1onc(CSc2ccc(Cl)cc2)c1C(=O)NC(C)C	-1	0.0	7	-8	2	7	-3	6	3
O=c1c2ccc([N+](=O)[O-])cc2ncn1CCOc1cccc(Br)c1	10	0.8	20	1	-2	-8	-10	-10	4
CCCN=C(C)C1=C(O)c2ccccc2C1=O	2	-2.0	-13	-2	2	9	8	-4	-5
CCCNc1[nH]c(=O)n(C)c(=O)c1N=O	0	-3.1	-6	4	-3	8	6	-5	0

Screens (PubChem BioAssay)
